# From PubChem
# aGlu spleen mod – inhibits or activates alpha-glucosidase in human spleen homogenate | AID 2112 | Potency, µM (top dose mostly 79.9 µM), without a hit: at the highest dose activity change, negative = inhibition, most hits filed as inhibitors | human spleen homogenate, 4-MU-alpha-glucoside fluorescence | 240,000 compounds, 0.006% hits | P10253;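 further: 0% = enzyme with vehicle and -100% = no enzyme basal signal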
#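 Human spleen homogenate (1 ug) with 4-methylumbelliferyl-alpha-D-glucopyranoside (1 mM final) in 50 mM citrate/phosphate pH 5.0, 0.01% Tween-20; 40 min at 37 C. Stopped at pH 10; 4-MU fluorescence Ex 365/Em 440 nm; AC50 by Hill fit.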
# HTT aggregate – reduces HttQ103-GFP aggregates in PC12 cells. PC12 HttQ103-GFP aggregates, Acumen cytometry, 40 h. Potency, µM (series often up to 46.1 µM), for inactives: top-dose activity change, negative = inhibition, hits mostly inhibitors. 220,000 compounds, 1.1% hits; further: on the % scale 0 is the no-effect control and ±100 the full control effect; nearly all actives have a fitted effect of over 60% in size
#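 Multiplexed with ATP-based cell death, this channel scores GFP aggregates in PC12 cells expressing inducible HTTex1-Q103-GFP. Induction used 100 nM tebufenozide; compounds were tested in concentration series.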
# GAA glycogen mod – inhibitors or activators of human alpha-glucosidase glycogen cleavage; P10253; recombinant GAA, glycogen substrate, Amplex Red glucose oxidase fluorescence; Potency, µM (series often up to 76.4 µM), without a hit: at the top dose activity change, negative = inhibition, most hits filed as inhibitors; 300,000 compounds, 0.38% hits;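 further: 0% = full enzyme reaction and -100% = no-enzyme basal signal; the screen sought inhibitors and activators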
#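 qHTS, 1536-well; enzyme 4 nM final; cpd up to 77 uM; substrate bovine liver glycogen 30 ug; 50 mM citrate/phosphate pH 5.0, 0.01% Tween-20; 37 C, 40 min; Amplex Red detection 45 min RT; Hill fit → AC50.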
# IMPase Li inh – membrane-permeable IMPase blocker, potentiated with lithium. CHO-M1 cells, IP1 TR-FRET (IP-One), carbachol + lithium. Potency, µM (highest dose often 59.4 µM), without a hit: at the top dose activity, negative = IMPase inhibition, hits mostly inhibitors. 210,000 compounds, 0.35% hits. AID 1457;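 further: IP1 builds up when IMPase is blocked and the TR-FRET signal falls; plate controls were basal vehicle for no effect and high inhibitor control for full effect; nearly all actives have a fitted effect of over 50% in size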
#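 CHO-M1, 2000 cells/well, 16–30 h culture; cpd + low Li+, 30 min 37C; lysis with d2-IP1/Eu-anti-IP1 Ab, 10 min RT; TR-FRET 665/620 ratio and 620 channel; AC50 via Hill.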
# HTT cytoprotect – protects HTT-Q103 PC12 cells, measured by ATP; PC12 HTT-Q103 induced, cytoprotection, ATP luminescence, 40 h; Potency, µM (series often up to 56.4 µM), for inactives: cytoprotection (ATP increase), hits mostly activators; 230,000 compounds, 0.14% hits; AID 1471;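 further: % of control where 0% means no effect; nearly all actives have a fitted effect of over 45% in size; toxic huntingtin expression switched on by the ecdysone agonist tebufenozide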
#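 Readout: ATPlite luminescence (ATP level). Model: stable PC12, inducible Htt exon1 Q103-GFP. Inducer: tebufenozide, 100 nM final. Compounds: dose series. No G418 in medium.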
# GoLoco inh red – inhibitors of human Gai1-RGS12 GoLoco interaction (red fluorophore). P63096. Gai1:RGS12 GoLoco peptide FP, rhodamine, 10 min. Potency, µM (highest dose often 61.6 µM), inactives show at the top dose activity, negative = inhibition, most hits filed as inhibitors. 230,000 compounds, 0.44% hits. AID 880; active means well fitted inhibition curve with a large enough effect, not every such curve was filed as active; inactive means no such curve, though single readings can be large or run the other way; further: on the % scale 0 is the no-effect control and ±100 the full control effect; nearly all actives have a fitted effect of over 30% in size; many of its hits are not listed in these tables
# Target sequence (P63096 whole entry, looked up): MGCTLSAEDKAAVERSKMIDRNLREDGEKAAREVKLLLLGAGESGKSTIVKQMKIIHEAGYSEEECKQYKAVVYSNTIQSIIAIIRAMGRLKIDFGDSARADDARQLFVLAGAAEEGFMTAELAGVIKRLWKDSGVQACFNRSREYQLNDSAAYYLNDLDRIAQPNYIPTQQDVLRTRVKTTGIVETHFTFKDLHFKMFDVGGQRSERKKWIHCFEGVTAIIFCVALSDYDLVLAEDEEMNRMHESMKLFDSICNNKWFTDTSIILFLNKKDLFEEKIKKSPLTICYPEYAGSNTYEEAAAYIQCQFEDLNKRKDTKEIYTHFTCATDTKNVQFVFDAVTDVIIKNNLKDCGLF
# GAA inhib – blocks human lysosomal alpha-glucosidase. P10253. Potency, µM (doses to about 76.9 µM), inactives show at the top dose activity change, negative = inhibition, most hits filed as inhibitors. 200,000 compounds, 0.005% hits. purified human GAA, 4-MU-alpha-glucoside fluorescence. AID 1466;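 further: plate controls were uninhibited enzyme wells for no effect and no-enzyme background for full effect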
#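 Fluorescence at Ex 365/Em 440 nm from 4-methylumbelliferone reported enzyme activity after 20 min at room temperature. Reactions used 4 nM enzyme and 400 uM substrate at pH 5.0; curves fitted with the Hill equation.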
# * = called active by the depositor; ? = inconclusive; / = no result given; [ ] = dose if it differs, or a comment. Unless noted, the call rests on the fitted dose curve; in most records, active means well fitted curve in the direction sought with a large enough effect; inconclusive means small, poorly fitted or top-dose-only effect, or another doubt; inactive means no such curve, though single readings can be large; an effect the other way counts as inactive or inconclusive. Potency means the concentration at half of the fitted maximal effect. An excerpt; count on the stated rates, not on these rows.
SMILES,aGlu spleen mod,HTT aggregate,GAA glycogen mod,IMPase Li inh,HTT cytoprotect,GoLoco inh red,GAA inhib
O=c1[nH]c2ccc(S(=O)(=O)NCc3ccccc3)cc2[nH]1,-7%,20%,-17%,-1%,/,-11%,1%
Cc1sc2nc(CSc3nnc(Cc4cccs4)n3C3CCCCC3)[nH]c(=O)c2c1C,-2%,7%,-5%,-8%[38.3 µM],-15%,26%,1%
Cc1cc(C(=O)NN)c(Cl)cc1Cl,1%,-13%[9.22 µM],-17%,/,-13%[10 µM],4%,/
COc1ccc(CCn2nnnc2C(CC(C)C)N2CCC(C(N)=O)CC2)cc1OC (stereo not drawn),6%,11%,-5%,3%[38.3 µM],10%,-3%,1%
O=C(CSc1nnc(-c2ccccc2)o1)n1c2c(c3ccccc31)CCCC2,2%,-20%,1%,19%[38.3 µM],-1%,7%,-4%
CN(C)S(=O)(=O)c1ccc(NC(=O)Cn2c(-c3ccccc3)noc2=O)cc1,-5%,1%[9.22 µM],4%,-4%[38.3 µM],11%,-14%,-9%
COCCn1c(SCCN2CCOCC2)nc2c1c(=O)[nH]c(=O)n2C,-8%,-3%,-10%,-3%[38.3 µM],?,-12%,1%
COc1cc2cc(C(c3nnnn3C3CCCCC3)N(C)C3CCCCC3)c(=O)[nH]c2cc1OC (stereo not drawn),-4%,-28%,-9%,28%[38.3 µM],11%[10 µM],15%,5%
Cc1cc2c(=O)n(CC(=O)N3CCN(c4ccc(F)cc4)CC3)cnc2s1,5%,5%,-8%,2%,27%[10 µM],12%,-3%
Cc1cc2[nH]cnc2c([N+](=O)[O-])c1C,-7%,11%[9.22 µM],1%,-1%,-14%,14%,12%
Fc1ccc(NC(=S)NCc2ccc3c(c2)OCO3)cc1,2%,1%,12%,3%,/,7%,-4%
O=C(Oc1cccnc1)c1cccc(Cl)c1,9%,-7%,-12%,9%[38.3 µM],-5%,2%,-1%

# Grouped by structure: the entries above containing fluorine.
SMILES,aGlu spleen mod,HTT aggregate,GAA glycogen mod,IMPase Li inh,HTT cytoprotect,GoLoco inh red,GAA inhib
Cc1cc2c(=O)n(CC(=O)N3CCN(c4ccc(F)cc4)CC3)cnc2s1,5%,5%,-8%,2%,27%[10 µM],12%,-3%
Fc1ccc(NC(=S)NCc2ccc3c(c2)OCO3)cc1,2%,1%,12%,3%,/,7%,-4%

# Back to the main list, starting two compounds before the break.
SMILES,aGlu spleen mod,HTT aggregate,GAA glycogen mod,IMPase Li inh,HTT cytoprotect,GoLoco inh red,GAA inhib
Fc1ccc(NC(=S)NCc2ccc3c(c2)OCO3)cc1,2%,1%,12%,3%,/,7%,-4%
O=C(Oc1cccnc1)c1cccc(Cl)c1,9%,-7%,-12%,9%[38.3 µM],-5%,2%,-1%
Cc1c(C(=O)NC(=S)NCc2cccnc2)oc2ccccc12,-5%,11%[9.22 µM],-11%,21%,18%[10 µM],17%,2%
Cn1c(O)c(N=NC(=O)Cn2c(C(F)(F)F)nc3ccccc32)c2ccccc21,-3%,-12%,-4%,2%,25%[10 µM],8%,-5%
O=C(CCC(=O)N1CCN(S(=O)(=O)c2cccc(F)c2)CC1)c1cccs1,3%,4%,0%,-6%,/,2%,?
CC(C)NC(=O)CN(Cc1ccccc1)S(=O)(=O)c1ccccc1,-4%,1%,-3%,26%[38.3 µM],-16%,-2%,2%
CC(C)(C)c1ccc(/C=C/C(=O)Nc2ncccn2)cc1,-2%,10%,-2%,-2%,/,4%,-1%
Cc1cc(NC(=O)CSc2nnc(-c3ccccc3)c(-c3ccccc3)n2)no1,-5%,5%[9.22 µM],13%,10%,-10%[10 µM],5%,?
CCOC(=O)C1CCN(C(=O)COC(=O)c2ccc(Br)o2)CC1,-3%,11%,-4%,-27%[38.3 µM],-4%[10 µM],-16%,11%
O=C(C[n+]1cccc2ccccc21)c1ccc(NC(=O)c2ccccc2)cc1,2%,-6%[9.22 µM],18%,21%,-4%[10 µM],28%,-4%
CCN(CC)c1ccc(NC(=O)CN2CCN(CC(=O)Nc3ccccc3F)CC2)cc1,-10%,-1%,-18%,28%[38.3 µM],-9%,-7%,-4%
O=C1C(=O)N(CCN2CCOCC2)C(c2cccnc2)/C1=C(/O)c1ccc(Cl)cc1 (stereo not drawn),-9%,-13%[9.22 µM],-16%,1%,19%[10 µM],0%,?
O=C(CCCc1ccccc1)NCCC1=CCCCC1,0%,-6%[9.22 µM],-5%,2%,-38%[inhibitor],3%,8%
c1ccc(CSc2nc3ncncc3[nH]2)cc1,1%,5%[9.22 µM],-2%,/,6%[10 µM],-2%,/
C=CCSC1=N/C(=C\c2sccc2C)C(=O)S1,0%,-7%,-4%,0%[38.3 µM],18%,11%,0%
COc1cccc2c(=O)n(CC(=O)NC3CCCCC3)ccc12,2%,?,3%,16%[38.3 µM],-7%,-8%,-2%
Cc1ccc2nc(SCC(=O)c3ccc4c(c3)OCO4)[nH]c2c1,-6%,3%,-4%,-6%[38.3 µM],-12%,6%,?
NC(=O)C1=C[C@@H](c2csc3ccccc23)C[C@@H](OCc2ccc(CO)cc2)O1,-6%,13%[9.22 µM],1%,/,12%[10 µM],2%,/
O=C1CN=C(Nc2ccccc2)N1Cc1cccs1,-1%,7%,4%,-16%[38.3 µM],-16%,0%,2%
CCOC(=O)N1CCC(NS(=O)(=O)c2cc3c(cc2C)NC(=O)CO3)CC1,-3%,-11%,1%,-20%[38.3 µM],-17%[0.074 µM],6%,-6%
CC(C)(C)OC(=O)N/N=C/c1cccn1-c1ccc([N+](=O)[O-])cc1,-20%,-9%[9.22 µM],-5%,/,-15%[10 µM],12%,-7%[15.4 µM]
O=C(CCc1ccccc1)NNC(=S)Nc1ccc(F)cc1,10%,-8%,?,-8%,-18%,4%,-6%
COc1cccc(NC(=O)CC2C(=O)NCCN2C(=S)Nc2ccc(F)cc2)c1 (stereo not drawn),-5%,2%,-25%,14%,/,7%,-1%
O=C(CN1CCN(S(=O)(=O)c2ccc(Br)cc2)CC1)N/N=C/c1ccc(Cl)c([N+](=O)[O-])c1,-2%,12%,-21%,9%,10%[10 µM],0%,?
C=CCc1ccccc1OCC(=O)O,0%,-2%[9.22 µM],10%,/,-3%[10 µM],-17%,/
CCS(=O)(=O)c1ccc(O)c(NC(=O)COc2ccc(OC)cc2)c1,-11%,-6%,10%,-3%,-3%[10 µM],4%,5%
CNCCC=C1c2ccccc2C=Cc2ccccc21,2%[29.1 µM],/,/,25%,-18%[40.3 µM],-4%[21.6 µM],/
Cc1ccc(S(=O)(=O)Nc2ccc3c(c2)nc(C)n3C)cc1,-3%,4%[9.22 µM],1%,/,15%[10 µM],6%,/
O=C(NC(Nc1nc2ccc([N+](=O)[O-])cc2s1)(C(F)(F)F)C(F)(F)F)c1cccnc1,-11%,?,2%,16%,-13%[10 µM],-1%,-2%
C=CCNC(=O)N1CCC(CO)(Cc2ccc(Cl)cc2)CC1,-7%,-4%[9.22 µM],19%,3%,0%[10 µM],7%,4%
CC/C(=N\NC(=S)NC(C)C)c1ccc(OC(F)F)cc1,-4%,-9%,-16%,-9%,-35%[inhibitor],-11%,?
COc1ccc(C2=NN(Cc3ccccc3)C3C(=O)NC(=O)C23)cc1 (stereo not drawn),7%,24%[9.22 µM],6%,-1%,-22%[1.9 µM],9%,10%
COc1c(F)c(F)c(C(=O)Nc2c(C)cc(Br)cc2C)c(F)c1F,0%,29%,-21%,15%,-35%,13%,6%
COc1ccc(C(=O)Nc2sc(C)c(C)c2CN2CCOCC2)cc1,0%,-15%,-2%,-5%,/,10%,-3%
O=C(c1cn(-c2ccccc2)nc1-c1cccs1)N1CCN(c2ccc(F)cc2)CC1,2%,-13%,-9%,/,-31%,/,-3%
CC(C)CCOc1cccc(OCC(=O)N(C)C2CCS(=O)(=O)C2)c1 (stereo not drawn),-2%,2%,9%,3%[38.3 µM],-13%[10 µM],-4%,0%
COc1ccc(NC(=O)C(c2ccccn2)N(C(C)=O)c2ccc(C)cc2)cc1 (stereo not drawn),1%,17%,5%,5%,15%[10 µM],-3%,-6%
CC(=O)Nc1ccc(/C=C2\Sc3ccccc3C2=O)cc1,4%,20%[9.22 µM],5%,/,15%[10 µM],14%,/
CCC(C)OC(=O)C1=C(C)NC2=C(C(=O)C(C(=O)OC)C(C)C2)C1c1ccc(N(C)C)cc1 (stereo not drawn),-19%,15%,-12%,36%[activator],16%[10 µM],26%,-8%
COc1cc(/C=N/n2c(SC)nnc(C(C)(C)C)c2=O)ccc1O,1%,9%,17%,/,-9%,/,7%
COc1ccc(CCNC(=O)CSc2nc(-c3ccc(OC)c(OC)c3)ccc2C#N)cc1,-2%,2%,11%,-21%,11%[10 µM],36%[activator],?
Cc1cc(C(=O)N2CC(C)CC(C)C2)n(-c2ccccc2)n1 (stereo not drawn),-14%,-8%,3%,31%[38.3 µM],-7%,5%,0%
Cc1cc(=O)[nH]c(SCCOc2cccc(C(F)(F)F)c2)n1,4%,-1%,4%,28%[38.3 µM],-3%,6%,-6%
CCn1c(C)nc2cc(C(=O)NNC(=O)Nc3ccc(Cl)c(Cl)c3)ccc21,-20%,?,8%,11%,-14%,102%[activator],-1%
COc1ccc(OCC(O)CNC(=O)c2ccc(C)cc2)cc1 (stereo not drawn),3%,-9%[9.22 µM],4%,/,6%[10 µM],-6%,-8%[15.4 µM]
Cc1ccccc1NC(=S)NC(NC(=O)N(C)C)C(Cl)(Cl)Cl (stereo not drawn),-4%,7%,-2%,0%[38.3 µM],5%,-6%,0%
Cc1cccc(CC2CC(=O)N(C3CCCCC3)C2=O)c1 (stereo not drawn),-16%,-5%,-5%,-6%[38.3 µM],-3%[10 µM],0%,-4%
COC(=O)c1ccc(C(=O)OC)c(=O)[nH]1,?,-10%[9.22 µM],-4%,/,27%[10 µM],-19%,/
CC(C(=O)NC1CCCCC1)N1CCN(C)CC1 (stereo not drawn),0%,-20%[9.22 µM],3%,/,11%[10 µM],-6%,/
O=C(COC(=O)c1cccc2ccccc12)NCC1CCCO1 (stereo not drawn),8%,1%,4%,2%,-36%[inhibitor],-1%,8%
O=C(CNC1CCCC1)Nc1cc(Cl)ccc1[N+](=O)[O-],-2%,7%[9.22 µM],5%,/,-1%[10 µM],-11%,-11%
COc1ccc(N2CCN(C(=O)c3cc(=O)[nH]c4ccccc34)CC2)cc1,1%,3%,2%,3%,?,3%,1%
